# Screening data deposited in PubChem BioAssay by National Center for Advancing Translational Sciences (NCATS).
# KDM5B inhibitor = blocks human KDM5B histone demethylase activity | Q9UGL1 | KDM5B demethylase, FDH-coupled NADH fluorescence (FDH is formaldehyde dehydrogenase) | 220,000 compounds, 2.6% hits | Potency, µM (doses to about 57.7 µM), inactives show at the top dose activity change, negative = inhibition, actives largely listed as inhibitors | AID 1347165; active = well fitted inhibition curve with a large enough effect; inconclusive = small, poorly fitted or top-dose-only effect; inactive = no such curve, though single readings can be large or run the other way; note: 0% is about no effect; nearly all actives have a fitted effect of over 70% in size
#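 Inhibition is measured as reduced NADH fluorescence generation from FDH coupling to formaldehyde release. Truncated KDM5BΔAP at 200 nM final acts on H3K4me3 peptide (12.5 µM in substrate mix) in pH 7.5 HEPES buffer with Tween-20, 30 min, room temperature.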
# * marks the source's active call; other numbers are inactive results; u = inconclusive; [ ] = another dose, or the depositor's remark. Potency is the fitted concentration of half-maximal effect. A portion of the library, so the mix of outcomes need not match the whole.
Molecule	KDM5B inhibitor
Cc1cc(Cl)ccc1NS(=O)(=O)c1c(C)cc(N2C(=O)CCS2(=O)=O)cc1C	-1%
COCC(=O)Nc1nc2c(s1)C[C@@H]1[C@](C)(CO)[C@H](O)CC[C@@]1(C)[C@@H]2CC(=O)NCc1ccc(OC)cc1	21%
O=C(NCCCOC1CCCCC1)c1cc(=O)c2ccccc2o1	15%
CN1C(=O)CCCCC1C(=O)N1CCOCC1 (stereo not given)	-7%
COc1ccc(C(=O)N2CCC(N3C(=O)C(O)C34CCCCC4)CC2)c(OC)n1 (stereo not given)	-8%
Cc1ccsc1C(=O)N1CCC2(CC1)N=C(c1ccc(Cl)cc1)NO2	u
CCC1(c2ccc(NC(=O)c3ccc4c(c3)OCO4)cc2)CCC(=O)NC1=O (stereo not given)	9%
Cc1ccc(-n2nc3n(c2=O)CCN(C(=O)c2ccccc2C)C3)cc1	u
O=C(c1cn(CCOc2ccc(Cl)cc2)c2ccccc12)C1CCCCC1	6%
CC(=O)Nc1ccc(OCC(=O)O)nc1	9%
O=C(NCC1(N2CCOCC2)CCSC1)Nc1ccc(F)cc1 (stereo not given)	19%
CC(C)(C)c1ccc(-c2nnc(SCC(=O)NC(=O)NC3CCCC3)n2Cc2ccco2)cc1	-20%
O=C(O)CCCC(=O)N1Cc2ccccc2CC2(CCCCN2CC2CCOCC2)C1 (stereo not given)	-12%[115 µM]
CSc1nc(SC(C)C(=O)O)c2c3c(sc2n1)COC(C)(C)C3 (stereo not given)	u
CCn1nnc(NC(=O)C(C)Oc2ccc(Cl)cc2Cl)n1 (stereo not given)	3%
CC(C)C(C(=O)Nc1ccncc1)c1ccc(Cl)cc1 (stereo not given)	7%
CCNC(=O)[C@@H]1C[C@H](NC(=O)Cc2ccccc2C)CN1C1CCCC1	-4%
COc1ccc(OC)c(S(=O)(=O)N2CCN(C(=O)C3=Cc4cc(Cl)ccc4OC3)CC2)c1	-24%
CCNC(=O)COC(=O)CCNC(=O)c1ccc(Cl)cc1	22%
Cc1cccc(OCC(=O)Nc2ccccc2C(=O)OCc2cc(=O)n3nc(C)sc3n2)c1	-12%
CCN(CC)S(=O)(=O)c1cccc(C(=O)OCc2nc3ccccc3o2)c1	-10%
COc1ccc(S(=O)(=O)N2CCC3(CC2)N=C(c2cccs2)C(=O)N3)cc1OC	-21%
COc1ccc(C2CC(=O)c3c([nH]c(C(=O)OCc4ccccc4)c3C)C2)cc1OC (stereo not given)	-8%
O=C(c1cccnc1OC1CCN(S(=O)(=O)Cc2ccccc2)C1)N1CCOCC1 (stereo not given)	-11%
Cc1ccc(NC(=O)CN(C)C(=O)C2CCN(c3ccc(C#N)cn3)CC2)cc1	-12%
CC(C)CCN1CCC2(CC1)OC(=O)N(Cc1ccc(O)cc1)C2(C)c1ccccc1 (stereo not given)	13%[86.2 µM]
Clc1ccccc1C1Cn2nnc(-c3noc(COc4ccccc4)n3)c2CO1 (stereo not given)	-16%
Cc1oc2ccn(Cc3cccc(F)c3)c(=O)c2c1C(=O)NC(C)c1ccccn1 (stereo not given)	7%
Cc1ccc2onc(CC(=O)N3CCN(c4cccc(Cl)c4)CC3)c2c1	u
O=C(Nc1nc2c(F)cc(F)cc2s1)c1ccc(S(=O)(=O)N2CCc3ccccc32)cc1	-36%
Cn1c(=O)c2sccc2n2c(CCC(=O)Nc3ccc(F)cc3)nnc12	-14%
CC(C)(C)OC(=O)N1CCC(c2c(C(=O)N3CCN(C(=O)c4ccco4)CC3)cnn2-c2cccc(F)c2)CC1	-19%
O=C(O)CCC(=O)N1Cc2ccccc2CC2(CCCN(Cc3ccccc3)C2)C1 (stereo not given)	10%[115 µM]
CCc1ccc(NCc2cc3cc(OC)c(OC)cc3n(CC(=O)Nc3cc(C)ccc3C)c2=O)cc1	u
COc1ccc(-c2nc3n(n2)C(c2ccc(Cl)cc2)C2=C(CCCC2=O)N3)cc1OC (stereo not given)	6%
C=C(C)c1ccccc1NC(=O)CCN1C(=O)c2ccccc2S1(=O)=O	7%
CCN1c2ccccc2-c2nc(SCC(=O)Nc3cc(OC)cc(OC)c3)ncc2S1(=O)=O	-10%
CC(C)(C)OC(=O)N/N=C/c1cccc(Cl)c1Cl	-7%
CC1CCN(c2cc3c(cc2F)c(=O)c(S(=O)(=O)c2cccc(Cl)c2)cn3Cc2ccccc2)CC1	-16%
CCC(C)NC(=O)C(C)N1C(=O)COc2ccc(C(=O)COc3ccc(OC)cc3)cc21 (stereo not given)	-13%
COc1cc(C2CC(=O)Nc3c2c(C)nn3-c2cc(C)cc(C)c2)ccc1O (stereo not given)	-2%
CCN1CC(c2ccccc2)CC2(CCN(C(=O)c3cnccn3)CC2)C1 (stereo not given)	8%
CN(C(=O)Cn1cnc([N+](=O)[O-])n1)C1CCCCC1	-11%
CCN(CC)C(=O)CSc1nc2c(c(=O)n(C)c(=O)n2C)n1Cc1ccccc1	-1%
O=C1c2ccccc2-c2onc3c(NCCO)cc(NC4CCCCC4)c1c23	u
Cn1nccc1CN1CCC2(COc3ccccc3C(=O)N2)C1 (stereo not given)	u
O=C(Cn1ccn2nc(-c3ccccc3)c(CO)c2c1=O)Nc1cccc(F)c1	18µM*
COc1ccc(CC2(CO)CCNCC2)cc1	-21%
COCc1nc2nc(-c3ccccc3)c(-c3cccnc3)cc2n1C	-19%[86.2 µM]
COc1cccc(CN(C(=O)c2oc3cc(Br)ccc3c2C)C2CCS(=O)(=O)C2)c1 (stereo not given)	-13%

# Next section:
Molecule	KDM5B inhibitor
O=C(O)CCC(=O)N1CCCC2(Cc3ccccc3N(C(=O)c3ccc(Cl)cc3)C2)C1 (stereo not given)	-7%[115 µM]
COc1cn(CC(=O)Nc2cc(C)cc(C)c2)c(CN2CCCCC2)cc1=O	6%
Nc1nc(COc2ccccc2C=O)nc(Nc2ccccc2)n1	20%
O=C(Cn1c2c(c(-c3ccccc3Cl)cc1=O)CCC2)NCC1CCCO1 (stereo not given)	u
COC(=O)c1ccc(CN(C)Cc2cccs2)cc1	4%
Cc1noc(-c2cn(C3CCN(C(=O)c4ccc5[nH]ccc5c4)CC3)nn2)n1	4%
COc1ncccc1-c1ccc2onc(C)c2n1	u
CCN(CC)C(=O)c1ccc2oc(CN3CCN(C(=O)Nc4ccc(F)cc4F)CC3)nc2c1	-12%
N#Cc1ccc(CN2CCN(CC(=O)Nc3ccccc3C(=O)NC3CCCC3)CC2)cc1	24%
CCC(C)C(=O)N1CCc2[nH]nc(C(=O)NCCCc3ccccc3)c2C1 (stereo not given)	-10%
CC(C)c1noc(-c2cccn3c(CNC(=O)Cc4c[nH]c5ccccc45)nnc23)n1	u
Cc1ccc(CCN2CCCCC23Cc2ccccc2CN(C(=O)CCCC(=O)O)C3)cc1 (stereo not given)	-5%[115 µM]
COc1ccc(-c2cc(-c3cccc(C(N)=O)c3)cn3cncc23)cc1	u
C=CCN(C(=O)c1csnn1)C(C(=O)NCc1ccccc1)c1cccs1 (stereo not given)	29%
COc1ccc2nc(NC(=O)c3nc(S(=O)(=O)Cc4ccccc4)ncc3Cl)sc2c1	-7%
CC(Sc1n[nH]c(-c2cccs2)n1)C(=O)Nc1ccc(F)cc1 (stereo not given)	14%
CC(C)(C)OC(=O)NCCc1n[nH]c(=S)o1	5%
CC1(CBr)C2CCC1(C)C1(OCCO1)C21OCCO1 (stereo not given)	-9%
O=C(NCCNc1ccncc1)Nc1ccccc1	-10%
CC(C)c1nc(CCN(C)C(=O)c2cn(CCC3CCCCN3)nn2)no1 (stereo not given)	-15%
CN(C(=O)c1ccco1)c1nnc(-c2ccc(F)cc2)s1	-8%
Cc1ccc(CN(C)C(=O)CC(c2ccccc2)c2ccc3c(c2)OCO3)o1 (stereo not given)	u
O=C(NCc1ccccc1Cl)c1ccc2c(O)c(S(=O)(=O)c3ccccc3)c(=O)[nH]c2c1	-1%
COC(=O)c1ccc(NC(=O)CSc2cn(CC(=O)N3CCCCCC3)c3ccccc23)cc1	-9%
N#Cc1nc(-c2ccccc2F)oc1NCc1ccc2c(c1)OCO2	u
Cc1nc(N2CCCC2)c2c(C(=O)N3CCN(c4cccc(C)c4C)CC3)c(C)oc2n1	-1%
CCOCC1(C)COc2ccc(C(=O)Nc3ccc(Cl)cc3)cc2N1 (stereo not given)	28µM*
Cc1ccc(OCc2nc3c4c(ncn3n2)OC2=C(C(=O)CCC2)C4c2ccco2)cc1 (stereo not given)	-3%
Cc1ccc(C2NC(=O)N(CC(=O)Nc3ccc(F)cc3)C3=C2C(=O)OC3)cc1 (stereo not given)	-17%
COc1cc2nc(C(C)(C)C)oc(=O)c2cc1OC	36%
CCNC(=S)NNC(=O)C1CCCC1	25%
Cc1noc(C)c1-c1cc2cc(CN(C)C)oc2c(NCC(C)C)n1	-6%[86.2 µM]
COc1ccc(C(=O)NCCc2nc3ccccc3[nH]2)cc1	-21%
Cn1cccc1CN1CCC2(CN[S+](=O)([O-])c3ccccc3N2)C1 (stereo not given)	u
CCCSCCCNC(=O)CN1C(=O)COc2ccc(S(=O)(=O)N3CCC(C)CC3)cc21	16%
O=C(O)C(c1c[nH]c2ccccc12)N1CCN(Cc2ccccn2)CC1 (stereo not given)	-9%
CCN(CC)CCNc1nc2c(c(=O)[nH]c(=O)n2C)n1CC(O)COc1cccc(C)c1 (stereo not given)	-1%
O=C(CSc1nncn1-c1ccccn1)Nc1ccccc1Cl	-17%
COc1ccc(Br)cc1CN1CCCC(C(=O)N(C)Cc2ccccc2)C1 (stereo not given)	-28%
CN(C)c1ccc(NC(=O)C(c2ccccc2)c2ccccc2)cc1	11%
C=CCNC(=S)NN=C1CCC(CCC)CC1 (stereo not given)	9%
C[N+]12CC[N+](C)(CC1)CC2	-11%
COCCNc1nnc(SCc2coc(-c3ccccc3)n2)s1	8%
O=C(NCC1CC1)c1ccc(N2CC3CC(C2)[C@H]2CCCC(=O)N2C3)nc1 (stereo not given in full)	u
O=C(NCc1cccs1)c1ccc2c(c1)sc1nc(-c3ccc(F)cc3)cn12	u
CCc1sc(C(=O)NCCC(C)C)cc1C	14%
CCOc1ccccc1CNC(=O)C1CCCN(c2nn3cc(-c4ccc(F)cc4)nc3s2)C1 (stereo not given)	12%
CC(C)C(=O)N1CCC2(CC1)CN(c1ccccc1)C2=O	44%
CCC1Oc2ccc(NC(=O)Cc3ccccc3)cc2CN(Cc2ccc(OC)cc2)C1=O (stereo not given)	-3%
O=C(CNC(=O)c1cnccn1)NC1CCCc2c1[nH]c1ccc(F)cc21 (stereo not given)	-21%

# Reprinted from the part before: 3 entries; new compounds follow.
Molecule	KDM5B inhibitor
CC(C)C(=O)N1CCC2(CC1)CN(c1ccccc1)C2=O	44%
CCC1Oc2ccc(NC(=O)Cc3ccccc3)cc2CN(Cc2ccc(OC)cc2)C1=O (stereo not given)	-3%
O=C(CNC(=O)c1cnccn1)NC1CCCc2c1[nH]c1ccc(F)cc21 (stereo not given)	-21%
CCn1cnc2c1c(=O)n(CC(=O)N(c1ccccc1)C1CCCCC1)c(=O)n2Cc1ccccc1	-2%
OC1CC(c2cc(N3CCC(c4nnc5ccccn45)CC3)ncn2)C1 (stereo not given)	-21%
Cc1ccc(NC(=O)CSc2nc3cc(C)[nH]c3c(=O)[nH]2)c(Br)c1	-9%
O=C(Nc1cccc(F)c1)c1ccc2oc(=O)n(Cc3ccccc3)c2c1	-6%
CN(C(=O)CSc1nc(N2CCCC2)c2c(c1C#N)CCCC2)c1ccccc1	23%
CCN(Cc1ccccc1)C(=O)CSc1nc2cn(CC)nc2c(=O)n1Cc1ccc(C)cc1	-10%
CCN(CC)CCCNC(=O)CN1N=C(c2ccccc2)CCC1=O	-17%
O=C(COc1ccc(NC(=O)C2CC2)cn1)NC1CCN(Cc2ccccc2)CC1	16%
COc1ccc(C(=O)NC(c2ccc(Cl)cc2)c2cc(Cl)c3cccnc3c2O)cc1 (stereo not given)	-11%
CCn1nc(C(=O)OCC(=O)c2ccc(C3CCCCC3)cc2)c2ccccc2c1=O	10%
Cc1c(Cl)cccc1NC(=O)Cn1nc(C(F)(F)F)c2c1CCC2	-9%
CC1CCN(S(=O)(=O)c2ccc3c(c2)N(CC(=O)NCCN(C)C)C(=O)CO3)CC1	15%
Cc1ccc2cc3cc(C(=O)N4CCN(c5ccc(Cl)cc5)CC4)oc3nc2c1	11%
COc1ccc(-c2noc(Nc3ccc4c(c3)OCCO4)n2)cc1	-14%
COC(=O)C1SCCN1S(=O)(=O)c1ccc(Cl)cc1 (stereo not given)	17%

# An excerpt of these results, as labelled records.
SMILES: CCOCC1(C)COc2ccc(C(=O)Nc3ccc(Cl)cc3)cc2N1 (stereo not given)
  KDM5B inhibitor = 28µM*
SMILES: Cc1ccc(OCc2nc3c4c(ncn3n2)OC2=C(C(=O)CCC2)C4c2ccco2)cc1 (stereo not given)
  KDM5B inhibitor = -3%
SMILES: Cc1ccc(C2NC(=O)N(CC(=O)Nc3ccc(F)cc3)C3=C2C(=O)OC3)cc1 (stereo not given)
  KDM5B inhibitor = -17%
SMILES: COc1cc2nc(C(C)(C)C)oc(=O)c2cc1OC
  KDM5B inhibitor = 36%
